# HTR5A ag ctr: HTR5A agonists in luminescence cell assay, primary screen, counter-screen for OPRM1-OPRD1 heterodimer agonist project, full-deck HTS; 5-hydroxytryptamine receptor 5A (Homo sapiens), P47898; cell-based; activation, % at 9.3 µM; hit rate 0.61% among 340,000; in the data active = activation mostly above about 9.5%, no sharp cut-off; inactive = mostly below about 7.6%;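 note: 0% = cells with vehicle only and 100% = reference agonist; strong numbers were not always called active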
# HTR5A inv ctr: HTR5A inverse agonists in luminescence cell assay, primary screen, counter-screen for OPRM1-OPRD1 heterodimer inverse agonist project, full-deck HTS. HTR5A cell line, inverse agonism. hit rate 0.083% among 340,000. AID 504634, 2011. inhibition, % at 9.3 µM; in the data active = inhibition mostly above about 23%, no sharp cut-off; inactive = mostly below about 18%;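 note: 0% = cells with DMSO and 100% = no-cell wells with DMSO; some compounds called inactive have numbers as strong as hits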
# NSD2 inh: NSD2 histone methyltransferase inhibitors, primary screen, biochemical, AlphaScreen, single concentration, set 2; hit rate 0.54% among 310,000; inhibition, % at 12.5 µM; NSD2 peptide methylation, 120 min; in the data active = inhibition above about 50%
# Target sequence (O96028 whole entry, looked up): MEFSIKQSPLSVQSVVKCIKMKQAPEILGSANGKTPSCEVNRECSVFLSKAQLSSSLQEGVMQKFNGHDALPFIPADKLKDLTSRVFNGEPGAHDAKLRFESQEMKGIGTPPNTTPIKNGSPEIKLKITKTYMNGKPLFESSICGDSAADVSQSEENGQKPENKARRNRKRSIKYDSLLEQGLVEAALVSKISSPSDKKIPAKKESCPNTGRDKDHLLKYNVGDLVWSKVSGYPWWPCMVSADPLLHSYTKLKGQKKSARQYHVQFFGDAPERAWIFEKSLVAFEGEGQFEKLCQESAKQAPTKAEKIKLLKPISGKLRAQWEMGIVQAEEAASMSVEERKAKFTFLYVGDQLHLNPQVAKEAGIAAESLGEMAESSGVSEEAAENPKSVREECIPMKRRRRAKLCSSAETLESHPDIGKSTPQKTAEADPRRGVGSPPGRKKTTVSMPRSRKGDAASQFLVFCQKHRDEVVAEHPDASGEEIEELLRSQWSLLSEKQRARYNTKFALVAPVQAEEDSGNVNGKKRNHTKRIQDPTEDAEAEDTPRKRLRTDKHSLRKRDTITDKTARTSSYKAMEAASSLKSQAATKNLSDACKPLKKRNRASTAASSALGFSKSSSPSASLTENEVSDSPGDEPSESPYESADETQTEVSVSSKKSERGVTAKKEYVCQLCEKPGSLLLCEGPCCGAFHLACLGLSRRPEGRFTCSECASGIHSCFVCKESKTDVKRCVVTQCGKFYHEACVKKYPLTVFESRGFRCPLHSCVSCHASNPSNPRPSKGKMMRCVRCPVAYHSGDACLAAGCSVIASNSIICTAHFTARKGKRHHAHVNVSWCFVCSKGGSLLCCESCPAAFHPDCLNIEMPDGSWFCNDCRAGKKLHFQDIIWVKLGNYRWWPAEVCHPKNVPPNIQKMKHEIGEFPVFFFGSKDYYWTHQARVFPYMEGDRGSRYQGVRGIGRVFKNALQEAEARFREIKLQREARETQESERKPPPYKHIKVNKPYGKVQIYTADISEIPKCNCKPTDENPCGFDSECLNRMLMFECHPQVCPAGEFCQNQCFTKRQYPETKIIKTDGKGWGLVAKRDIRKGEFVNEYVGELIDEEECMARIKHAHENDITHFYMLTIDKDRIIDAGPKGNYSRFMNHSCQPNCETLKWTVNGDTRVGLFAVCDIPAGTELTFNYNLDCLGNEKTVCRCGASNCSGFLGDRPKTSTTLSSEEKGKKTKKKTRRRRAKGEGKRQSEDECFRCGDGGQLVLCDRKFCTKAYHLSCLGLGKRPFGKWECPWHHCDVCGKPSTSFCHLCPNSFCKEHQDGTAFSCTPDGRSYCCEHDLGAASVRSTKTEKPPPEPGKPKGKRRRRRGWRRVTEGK
# V-ATPase pHluor: regulators of yeast V-ATPase proton pumping, primary screen, pHLuorin cytosolic pH fluorescence; S. cerevisiae; AID 504577, 2011; response, % at 10 µM; hit rate 0.37% among 350,000; in the data active = response mostly above about 7.3%, no sharp cut-off; inactive = mostly below about 5.4%; note: actives read high; inactives centre near 0; some compounds called inactive have numbers as strong as hits; reference of the scale not given here
# PvdQ inh: P. aeruginosa PvdQ acylase inhibitors, primary screen, biochemical, fluorescence, plate reader and imaging, single point. PvdQ acylase [Pseudomonas aeruginosa LESB58]. AID 488965, 2010. inhibition, % at 10 µM. purified PvdQ acylase. hit rate 0.063% among 340,000; in the data active = inhibition above about 30%, passing the limit was not always enough; inconclusive = no clear call, values can overlap the other calls;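 note: 0% = vehicle neutral wells and 100% = reference inhibitor wells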
# dFosB act: activators of delta FosB homodimer, primary screen, biochemical, fluorescence polarization, TAMRA-CDK5 oligo, single point; Protein FosB (Mus musculus), P13346; purified delta FosB; percent of positive-control signal above neutral wells; activation, % at 25 µM; hit rate 0.99% among 340,000; AID 493131, 2011;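 active = mean activation above about 17%, with every replicate also reaching it, limit read from the data, passing the limit was not always enough; inconclusive = only one of the two conditions met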;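 note: fluorescence polarization rise as delta FosB binds a TAMRA Cdk5 AP-1 oligo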
# SR-BI DiI inh: inhibitors of SR-BI mediated HDL lipid uptake, primary screen, ldlA[mSR-BI] cells, fluorescence, single point. Scavenger receptor class B member 1 (Mus musculus), Q61009. ldlA[mSR-BI] CHO cells, DiI-HDL uptake fluorescence, 3 h. inhibition, % at 12.5 µM. hit rate 0.96% among 320,000;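 active = mean replicate inhibition of at least 70% and a set share of replicates each scoring 70 or more; inconclusive = meets just one of the two criteria; inactive = fails both criteria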;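 note: 0% = median of neutral control wells and 100% = median of positive control wells; values of inactives mirror those of a sister screen read the other way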
# Wnt bcat act: Wnt/beta-catenin pathway activators, primary screen, cell-based, plate reader, single point; Wnt/beta-catenin reporter cell assay, activator; hit rate 1.2% among 300,000; activation, % at 9.35 µM; in the data active = activation above about 30%, passing the limit was not always enough; inconclusive = no clear call, values can overlap the other calls;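 note: 0% = neutral control wells and 100% = positive control wells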
# CDK5 inh: inhibitors of human CDK5/p35 kinase, primary screen, biochemical, single concentration | hit rate 0.01% among 330,000 | Recombinant CDK5/p35, ADP-Glo luminescence, 60 min | inhibition, % at 10 µM | Cyclin-dependent kinase 5 (Homo sapiens) + Cyclin-dependent kinase 5 activator 1 (Homo …;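 active = highest replicate inhibition of at least 50% and at least 75% of replicates reaching 50%; inconclusive = only one of the two criteria met; inactive = both criteria failed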;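 note: plate controls were DMSO neutral control for no effect and GW8510 at 10 µM for full effect; many of its hits are not listed in these tables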
# MITF act: activators of MITF-driven TRPM1 promoter reporter, primary screen, cell-based, SK-MEL-5, luciferase, single point; SK-MEL-5 TRPM1-promoter luciferase, 24 h; % of positive control, neutral wells = 0; activation, % at 12.5 µM; hit rate 0.75% among 300,000; AID 588334, 2011;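 active = mean activation of at least 80% with every replicate also reaching 80%; inconclusive = mean reaches 80% but some replicate falls short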;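 note: 0% = neutral control wells and 100% = parthenolide positive control wells; values of inactives mirror those of a sister screen read the other way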
# The depositor's hits bear a star; ? = inconclusive; . = not tested or not shown.
SMILES	HTR5A ag ctr	HTR5A inv ctr	NSD2 inh	V-ATPase pHluor	PvdQ inh	dFosB act	SR-BI DiI inh	Wnt bcat act	CDK5 inh	MITF act
CN(Cc1ccccc1)c1nc(-c2ccc([N+](=O)[O-])cc2)nc2ccccc12	0	8	2	-5	-12	-8	59	.	-0.2	3
O=C(Nc1cc(S(=O)(=O)N2CCOCC2)ccc1N1CCCC1)c1ccc(Cl)cc1	0	-1	-1	0	5	-7	-10	-4	1.6	-3
CC1CN(CC(=O)c2c(N)n(Cc3ccccc3)c(=O)n(C)c2=O)CC(C)O1 (centres undefined)	-1	-37	0	4	-7	-2	-2	.	-0.5	6
CCC(C)Sc1ccc(-c2nc3ccccn3c2NCc2ccccc2)cc1OC (centres undefined)	0	-14	.	-3	-31	-1	21	.	-3.5	-6
O=C(NCCCn1ccnc1)c1cc2ccccc2o1	1	-2	-1	0	-13	1	-14	2	0.9	8
Nc1nonc1-n1nnc(C(=O)N/N=C/c2ccc(O)cc2)c1CN1CCCCCC1	-2	4	.	-2	1	1	.	1	-0.7	7
O=C(O)C1C2C=CC3(CN(Cc4ccncc4)C(=O)C13)O2 (centres undefined)	1	-11	.	7	8	-2	-18	16	-0.3	6
CN1/C(=C\C=N\NC(=O)c2ccc(O)cc2)C(C)(C)c2ccccc21	1	11	6	-6	6	6	-6	-2	0.6	-8
O=C(CCc1nnc(-c2ccsc2)o1)N1CCCCC1CCn1ccnc1 (centres undefined)	0	0	-3	-4	-10	4	-10	-1	2.0	4
Cc1cc(NC(=O)CCS(=O)(=O)c2ccc(F)cc2)no1	-2	4	-1	2	-13	1	-4	0	1.2	0
CCOC(=O)c1c(-c2ccsc2)csc1N	7	-18	7	-4	11	-1	2	.	1.3	0
COc1cccc(NC(=O)CN(C)C(=O)Cn2[nH]c(=O)c3ccccc3c2=O)c1	-1	2	-3	0	-12	-7	9	-3	1.1	-2
CN(C(=O)CN1CCC(NC(=O)C2CCCCC2)CC1)C1CCCCC1	0	-9	0	3	-4	-2	-18	-2	-2.9	7
Cc1ccc(CNC(=O)CNS(=O)(=O)c2ccc3nc(C)sc3c2)cc1	-8	5	-2	-1	-11	-2	-26	-1	-0.8	-3
O=C(O)CCCn1cc(NC(=O)COc2ccc(F)cc2F)cn1	0	-1	4	0	-18	7	0	13	-2.9	0
CC(C)n1cc(C(=O)NC2CC(C)(C)Cc3c2cnn3-c2ccccc2)cn1 (centres undefined)	2	-7	3	-3	-18	-4	7	1	.	-11
CCOC(=O)Cc1nc2cc(Cl)ccc2o1	3	-8	-3	-2	-1	-6	-20	-1	0.4	-9
CC(=O)c1ccc(NC(=O)COC(=O)C2CCN(S(=O)(=O)c3cccs3)CC2)cc1	-1	4	1	-3	-2	-7	-7	-4	-3.6	1
CC(=O)Nc1ccc(NC(=O)C(C)OC(=O)C2(c3ccccc3F)CCCC2)cc1 (centres undefined)	2	-5	0	5	-4	-17	3	2	0.0	2
CCNC(=S)N/N=C(\C)c1ccc2ccccc2c1OC(F)F	-2	5	26	3	-14	-6	58	0	2.5	-1
O=C(N/C(=C/c1ccc(Br)cc1)C(=O)N1CCCC1)c1ccccc1F	-6	-38	0	2	5	5	22	0	-2.2	5
CCOc1ccc(-n2c(SCC(N)=O)nc3c([nH]c4ccccc43)c2=O)cc1	8	-22	.	1	-8	-10	20	-1	1.4	-13
N#CC1=C2SCC(O)(c3ccccc3)N2C(=O)CC1c1cccs1 (centres undefined)	2	-50	4	-8	10	4	5	-11	-1.0	-20
Cc1cccc(OCC(=O)NN2C(=O)C3C4C=CC(O4)C3C2=O)c1 (centres undefined)	6	-14	-4	0	-10	2	-15	0	-2.9	-2

# Looked up above:
# HTR5A inv ctr result of CCOC(=O)Cc1nc2cc(Cl)ccc2o1 : -8
# NSD2 inh result of CC(C)n1cc(C(=O)NC2CC(C)(C)Cc3c2cnn3-c2ccccc2)cn1 (centres undefined) : 3

# Next entries follow:
SMILES	HTR5A ag ctr	HTR5A inv ctr	NSD2 inh	V-ATPase pHluor	PvdQ inh	dFosB act	SR-BI DiI inh	Wnt bcat act	CDK5 inh	MITF act
CCc1ccc(NC(=O)c2ccc3nc(N)sc3c2)cc1	6	13	2	0	-10	2	-3	.	-0.4	?
COc1cc(S(=O)(=O)N2CCCCCC2)ccc1-n1cnnn1	-3	9	-2	0	4	-5	-14	0	2.3	3
CC(NC(=O)COC(=O)c1cccs1)c1ccccc1 (centres undefined)	-2	-10	9	1	7	-11	-13	3	-1.4	-2
CCOc1ccccc1N(C)C(=O)c1cn(C)c(=O)c2ccccc12	1	-3	-3	0	-1	-3	-7	-1	1.2	3
Cn1c(CNC(=O)c2ccco2)nnc1SCC(=O)c1ccc(Br)cc1	1	-4	2	7	-7	-11	.	-3	-2.2	3
O=C1C=CC(=O)N1CCNc1ncc(C(F)(F)F)cc1Cl	7	-16	-1	13*	-11	-5	11	-5	1.3	-26
O=C(Cc1ccc(Cl)c(Cl)c1)Nc1ccc(SC(F)F)cc1	3	-7	-5	0	3	-3	11	-1	0.1	18
CC(C(=O)Nc1ccc(C#N)cc1)N(C)Cc1cccs1 (centres undefined)	1	-13	31	-2	-11	-1	.	1	0.1	2
Cc1ccc(C(=O)OCC(=O)N2CCCC2)cc1	2	-5	-1	-5	-3	1	.	4	0.7	27
O=C(COc1ccc(Cl)cc1Br)NC1CC1	-2	4	-5	-6	-7	4	13	16	0.5	50
COCc1c(C(=O)NCCc2ccc(OC(F)F)cc2)oc2ccccc12	0	1	-4	0	-12	-12	32	2	-0.2	-13
Cc1cccc2cc(CN(CCCO)C(=O)Nc3ccc(Cl)cc3)c(=O)[nH]c12	2	-6	2	-1	-11	6	42	0	-1.1	9
COc1ccc(NC(=O)c2cc(S(=O)(=O)N3CCCCC3)c[nH]2)cc1	-5	13	.	-1	-9	-11	15	-4	-2.8	-1
Clc1ccccc1OCCn1ccnc1	1	-19	1	3	-15	0	-7	1	0.8	0
O=C(Nc1ccccc1Br)C1CCN(S(=O)(=O)c2cccs2)CC1	3	-13	.	1	-13	-4	5	-5	1.3	3
CCCCc1cc(=O)oc2cc(C)cc(OCC(=O)N[C@@H](CSCc3ccccc3)C(=O)O)c12	2	22	.	0	-5	-9	14	-2	-0.7	-12
COc1ccccc1NC(=O)c1cnc(SCC(=O)NCC2CCCO2)n(C)c1=O (centres undefined)	-5	12	-1	-2	-12	3	7	32*	0.1	-68
CC/C(=N\O)c1ccc(OC)c(OC)c1	2	-21	-1	-3	1	0	-7	10	-4.4	1
CC1Oc2ccccc2N(Cc2cccc(F)c2)C1=O (centres undefined)	5	-20	-5	2	2	1	5	0	0.8	.
O=C(O)CCSC1CC(=O)N(c2ccccc2)C1=O (centres undefined)	6	-22	2	-1	-14	2	-19	1	-0.9	-20
CCc1c(C)c2c(C)[nH]nc2oc1=O	2	-6	0	-1	-7	-9	2	.	1.1	6
O=C(CNC(=O)c1cccc(F)c1)N/N=C/c1cc(Br)ccc1OCc1ccccc1	0	-2	-1	7	-10	-14	46	.	-3.2	5
COc1ccccc1C(=O)NC(CCSC)C(=O)NCC(c1cccs1)N(C)C (centres undefined)	-4	11	31	-1	-5	-9	-11	11	1.2	-1
O=C(Nc1ccccc1C(=O)O)c1cccc(NC(=O)c2ccccc2Br)c1	-2	5	-2	1	-9	-5	2	0	-0.3	.
CC(=O)N1c2ccc(S(=O)(=O)N3CCCCC3)cc2CC1C(=O)NCc1ccc(N(C)C)cc1 (centres undefined)	0	0	2	-6	-1	-2	-2	2	0.7	2
O=C1OCCN1C(=O)[C@H]1[C@H](c2ccccc2)C(c2ccccc2)=NN1c1ccccc1	0	1	.	1	-2	2	8	-2	-1.1	-6
O=C(C[C@H]1C[C@H](C(=O)N2CCCCC2)[C@@]2(CCc3ccccc3)c3[nH]c4cc(-c5ccco5)ccc4c3CCN2C1=O)NCCN1CCOCC1	-4	13	.	2	-3	-11	-24	-1	-4.4	12
CCCc1cc(C(=O)O)c2ccccc2n1	-1	-12	-7	4	-4	-2	-29	.	-1.2	-2
COC(=O)C(C)Sc1ccc2nnc(CCNS(=O)(=O)c3ccccc3)n2n1 (centres undefined)	2	-5	-2	-2	-16	-4	1	-2	-0.2	-8
O=C(Nc1ccc(COc2ccccc2)cc1)c1cccc([N+](=O)[O-])c1	1	-30	.	1	-10	7	34	2	-0.5	3
Cc1ccc(S(=O)(=O)N(Cc2ccccc2)c2ccccn2)cc1[N+](=O)[O-]	1	-4	-2	-2	8	3	14	0	-0.3	-7
CCOc1ccccc1C(=O)NCC(=O)Nc1ncccc1C	3	-8	0	7	-8	2	-9	0	0.1	3
O=C(CSc1nc(=O)n(Cc2ccccn2)c2c1CCC2)Nc1ccc(F)cc1F	-1	2	-4	-5	-12	-4	4	-1	-0.6	-10
O=C(NCc1ccco1)c1noc2c1CCCC2	1	-11	6	1	-11	-2	-5	.	0.6	-1
O=C1c2ccccc2C(=O)N1CCCn1nnc(-c2ccc(N3CCOCC3)cc2)n1	3	9	-3	2	-7	-4	-1	1	1.7	-3
CC(OC(=O)C1CCN(S(=O)(=O)c2ccc3c(c2)OCCO3)CC1)C(=O)N(C)c1ccccc1 (centres undefined)	-2	5	-2	-5	-14	-7	1	4	-1.6	-3
Cc1nn(C(C)C)c(C)c1CN1CCCC(C(=O)c2cccc(OC(C)C)c2)C1 (centres undefined)	0	9	-1	-6	1	-4	-21	-5	-0.3	-3
C=CCC(C#Cc1ccccc1)[N+](C)(C)CC=C (centres undefined)	-5	-8	6	-3	5	6	-13	.	1.1	-2
CCc1ccccc1NS(=O)(=O)Cc1ccccc1	-1	3	-4	-5	1	-4	9	-1	0.2	.
Nc1ncnc2c1C1(CCCCC1)Cc1ccccc1-2	3	-20	-3	0	-2	-9	12	0	5.9	-8
OCCCn1c(C2CCCN2c2nc(-c3ccc(F)cc3)cs2)nc2cc(Cl)c(Cl)cc21 (centres undefined)	4	-10	.	3	-9	-4	14	-15	0.3	-4
Cc1noc(C(F)(F)F)c1C(=O)NNC(=O)c1cccc(C(F)(F)F)c1	4	9	1	3	2	-2	3	0	0.9	-4
CCCCNC(=O)C1CCC(CNc2c(N3CCC(C)CC3)c(=O)c2=O)CC1 (centres undefined)	-3	-21	-3	0	6	-5	.	-3	0.7	-2

# Compounds as they come. Share with any hit: about 5%.
